RORgamma inh: inhibitors of mouse ROR gamma transcriptional activity | P51450 | Drosophila S2 Gal4-RORgamma UAS-luciferase reporter, 20 h | Potency, µM (highest dose often 53.6 µM), for the others: at the highest dose activity change, negative = inhibition, usual class: inhibitors | 310,000 tested, 5.4% active | AID 2551; note: % is set by controls: 0 for no effect and ±100 for the full control effect; nearly all actives have a fitted effect of over 60% in size
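A Gal4/UAS one-hybrid system in insect cells: metallothionein-promoter Gal4–ROR gamma fusion plus Photinus luciferase reporter. Copper sulfate 700 uM final, 20 hr ambient incubation, luminescent detection after 10 min with reagent.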
BRCA1 expr act: increases BRCA1 expression. MCF7-BRCA1-FFLuc reporter, luminescence, 48 h; response scale: scaled: vehicle 0%, 10 µM genistein 100%. Potency, µM (titrated, usually from 46.1 µM), for inactives: at the top dose activation, usual class: activators. 380,000 tested, 1.1% active. AID 624202; note: nearly all actives have a fitted effect of over 80% in size; some results filed as inactive show a strong effect at the top dose
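Using MCF7 cells harboring a BRCA1 firefly luciferase reporter, plated 2 h before compound pinning, the screen measured luminescence after 48 h incubation. Responses were normalized to DMSO and 10 microM genistein, then fitted for concentration-effect.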
Rab9 promoter act: activators of Rab9 promoter; Potency, µM (doses to about 9.22 µM), without a hit: top-dose activation, negative = inhibition, most hits filed as activators; 320,000 tested, 2.8% active; Huh7 Rab9 promoter-luciferase reporter, luminescence, 24 h; note: % of control where 0% means no effect; nearly all actives have a fitted effect of over 60% in size
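Huh7 cells stably carrying a Rab9 promoter-luciferase reporter, 1500 cells per well in OP-MEM I with 10% FBS, treated with compound 24 hours at 37C. Luciferase activity read by luminescence after 10 minutes with Amplite reagent.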
NPC1 prom act: activates the NPC1 promoter; Huh7 NPC1 promoter luciferase reporter, 24 h; Potency, µM (doses to about 9.22 µM), for inactives: top-dose activation, hits mostly activators; 320,000 tested, 2.4% active;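 note: % of control where 0% means no effect; nearly all actives have a fitted effect of over 60% in size; reporter is driven by a mutant NPC1 promoter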
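Huh7 reporter cells (NPC1 promoter driving luciferase) are dosed with compound for 24 h at 37 °C, 5% CO2; luciferase detection reagent is then added and luminescence measured after 10 min at ambient temperature.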
FLuc counter: firefly luciferase modulation, counter-screen for miR-21 project | Potency, µM (top dose mostly 57.5 µM), for inactives: at the highest dose activity change, negative = inhibition, usual class: inhibitors | purified FLuc, Km substrates, luminescence inhibition | AID 588342 | 360,000 tested, 6.9% active;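 note: plate controls were vehicle for no effect and reference inhibitor for full effect; nearly all actives have a fitted effect of over 55% in size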
Target sequence (P08659 whole entry, looked up): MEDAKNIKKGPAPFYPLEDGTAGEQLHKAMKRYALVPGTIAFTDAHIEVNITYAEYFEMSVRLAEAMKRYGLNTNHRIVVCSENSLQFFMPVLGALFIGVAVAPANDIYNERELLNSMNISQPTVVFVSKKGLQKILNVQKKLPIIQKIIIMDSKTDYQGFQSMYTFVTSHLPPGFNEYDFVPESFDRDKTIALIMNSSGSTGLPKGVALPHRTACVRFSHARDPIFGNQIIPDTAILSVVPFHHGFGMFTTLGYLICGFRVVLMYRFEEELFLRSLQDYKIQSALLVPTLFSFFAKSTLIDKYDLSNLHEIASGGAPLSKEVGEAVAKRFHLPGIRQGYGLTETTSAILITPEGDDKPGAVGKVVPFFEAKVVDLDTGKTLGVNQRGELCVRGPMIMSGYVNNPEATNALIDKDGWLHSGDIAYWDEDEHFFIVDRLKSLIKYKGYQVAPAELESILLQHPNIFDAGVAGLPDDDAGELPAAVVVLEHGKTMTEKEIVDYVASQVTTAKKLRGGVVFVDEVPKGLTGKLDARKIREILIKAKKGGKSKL
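Purified P. pyralis luciferase, 10 nM final, with Km-level 10 uM D-luciferin and 10 uM ATP in 50 mM Tris acetate pH 7.5, 10 mM Mg acetate, 0.01% Tween-20, 0.05% BSA; 6-point qHTS titration about 60 µM downward; luminescence read.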
p53 reactivator: mutant p53 re-activation in reporter cells; H1299 p53-A138V BP100-luciferase reporter, luminescence, 24 h; Potency, µM (titrated, usually from 92.2 µM), for the others: top-dose activity change, positive = activation, most hits filed as activators; 320,000 tested, 0.063% active; note: % of control where 0% means no effect; nearly all actives have a fitted effect of over 45% in size
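H1299 (p53-null), stable ts p53-A138V + BP100-Luc; 1000 cells/well, Opti-MEM/10% FBS; cpd 4 pt, 1:5; 24 h, 37 deg C, 5% CO2; detection reagent 10 min RT; luminescence.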
uPA surface inh: cell surface uPA generation inhibition; cell surface uPA generation assay, qHTS; Potency, µM (top dose mostly 38.3 µM), for the others: top-dose activity change, negative = inhibition, hits mostly inhibitors; 330,000 tested, 0.31% active; AID 540303; active = well fitted inhibition curve with a large enough effect; inconclusive = small, poorly fitted or top-dose-only effect; inactive = no such curve, though single readings can be large or run the other way; tested in mouse RAW 264.7 cells; note: % is set by controls: 0 for no effect and ±100 for the full control effect; nearly all actives have a fitted effect of over 55% in size
ELG1 genotoxic: genotoxicity induction in ELG1-luciferase HEK293T cells; Potency, µM (series often up to 46 µM), for inactives: at the top dose activity change, positive = activation, hits mostly activators; HEK293T ELG1-luciferase reporter, luminescence, 16 h; 330,000 tested, 1.3% active; AID 504466; note: % of control where 0% means no effect; nearly all actives have a fitted effect of over 60% in size
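Luminescence read-out: rising ELG1-luciferase signal, reflecting elevated ELG1 protein under genetic stress, flags genotoxic compounds. Cells were treated for 16 hr at 37 °C before ONE-Glo detection.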
VP16 counter: Gal4-VP16 reporter inhibition counter-screen; Drosophila S2 Gal4-VP16 UAS-luciferase, luminescence, 20 h; Potency, µM (highest dose often 53.6 µM), inactives show at the top dose activity, negative = inhibition, hits mostly inhibitors; 310,000 tested, 3.5% active; AID 2546;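 note: Gal4-VP16 expression switched on by copper sulfate through the metallothionein promoter; % is set by controls: 0 for no effect and ±100 for the full control effect; nearly all actives have a fitted effect of over 50% in size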
MBNL1-CUG inh: MBNL1-poly(CUG) RNA binding inhibition. TR-FRET MBNL1-His/biotin-(CUG)12 binding, 665/545 ratio. Potency, µM (highest dose often 57.5 µM), without a hit: top-dose activity change, negative = inhibition, actives largely listed as inhibitors. 280,000 tested, 0.036% active. AID 2675; active = well fitted inhibition curve with a large enough effect in the signal ratio, with a control signal flat, not every such curve was filed as active; inconclusive = small, poorly fitted or top-dose-only effect, or effect the other way, or a change in a side signal; inactive = no such curve, though single readings can be large or run the other way; the % refers to the signal ratio; note: % is set by controls: 0 for no effect and ±100 for the full control effect
Target sequence (Q9NR56 whole entry, looked up): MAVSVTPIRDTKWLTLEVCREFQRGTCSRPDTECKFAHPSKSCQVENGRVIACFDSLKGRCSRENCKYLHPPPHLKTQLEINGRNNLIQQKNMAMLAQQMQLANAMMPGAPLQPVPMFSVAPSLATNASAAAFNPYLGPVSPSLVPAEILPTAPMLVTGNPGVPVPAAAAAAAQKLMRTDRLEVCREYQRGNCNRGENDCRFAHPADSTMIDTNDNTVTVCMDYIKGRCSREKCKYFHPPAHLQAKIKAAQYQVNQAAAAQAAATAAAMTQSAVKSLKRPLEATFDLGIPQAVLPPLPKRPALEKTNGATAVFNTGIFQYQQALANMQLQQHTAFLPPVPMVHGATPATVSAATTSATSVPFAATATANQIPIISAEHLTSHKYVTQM
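TR-FRET between His-tagged MBNL1 and biotin-(CUG)12 RNA, detected with Tb anti-His antibody (0.055 ng/ul) and streptavidin-XL665 (5 nM), 60 min at room temperature. Compounds titrated 92 nM to 58 uM; 665/545 nm ratio normalized to buffer and complex controls.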
* = called active by the depositor; u = inconclusive; x = no result given; & = joins results of further samples; [ ] = dose if it differs, or a comment. Unless noted, calls come from the whole dose curve; as a rule, active = well fitted curve in the direction sought with a large enough effect; inconclusive = small, poorly fitted or top-dose-only effect, or another doubt; inactive = no such curve, though single readings can be large; an effect the other way counts as inactive or inconclusive. Potency is the fitted concentration of half-maximal effect.

Start of the data: the first 3 compounds as a preview:
SMILES | RORgamma inh | BRCA1 expr act | Rab9 promoter act | NPC1 prom act | FLuc counter | p53 reactivator | uPA surface inh | ELG1 genotoxic | VP16 counter | MBNL1-CUG inh
COc1ccc(Cl)cc1NC(=O)c1ccc2c(SCC(=O)O)c3c(nc2c1)CCCC3 | u | 0% | -4% | -2% | 2% | -1% | 1% | 0% | 12% | -2%
O=C(COC(=O)Cc1ccc([N+](=O)[O-])cc1)NC1CCCCCC1 | x | 0% | x | x | x | 9% | 5% | 3% | x | x
C=CCSc1nnc(-c2c[nH]c3ccccc23)n1CCOC | 3% | 0% | -7% | -3% | -3% | 2% | x | 0% | -7% | -2%

Main list (from the top)
SMILES | RORgamma inh | BRCA1 expr act | Rab9 promoter act | NPC1 prom act | FLuc counter | p53 reactivator | uPA surface inh | ELG1 genotoxic | VP16 counter | MBNL1-CUG inh
COc1ccc(Cl)cc1NC(=O)c1ccc2c(SCC(=O)O)c3c(nc2c1)CCCC3 | u | 0% | -4% | -2% | 2% | -1% | 1% | 0% | 12% | -2%
O=C(COC(=O)Cc1ccc([N+](=O)[O-])cc1)NC1CCCCCC1 | x | 0% | x | x | x | 9% | 5% | 3% | x | x
C=CCSc1nnc(-c2c[nH]c3ccccc23)n1CCOC | 3% | 0% | -7% | -3% | -3% | 2% | x | 0% | -7% | -2%
CC(=O)C[C@@H](O)CC(=O)[C@@H]1OC(=O)CCCCCCc2ccccc21 | x | 1% | x | x | x | -5% | -17% | 1% | x | x
CCOC(=O)c1cc(NC(=O)c2ccoc2C)cc(C(=O)OCC)c1 | 5% | -21% | -2% | 0% | u | -2% | -10% | -11% | -11% | -6%
CSC1=NCCN1C(=O)c1ccc2ccccc2c1 | 22% | u | 19% | 13% | u | 12% | 11% | 5% | 0% | 10%
O=C(Cc1ccccc1[N+](=O)[O-])NCc1ccncc1 | 3% | -47% | -4% | -2% | -2% | 19% | -2% | -1% | 7% | 16%
N#CC(=NCc1cccnc1)C1=C(O)c2ccccc2C1=O | 14% | -6% | 2% | 6% | -3% | 3% | -2% | -7% | -1% | x
N#CCCN(C(=O)COC(=O)CCc1ccccc1)c1ccccc1 | 12% | 0% | -4% | -3% | 4% | 17% | -1% | 0% | -9% | 4%
COc1cccc(CN(C)C(=O)[C@@H](NC(=O)c2ccc(C)cc2)C(C)C)c1 | -12% | -11% | -3% | -2% | 1% | 5% | 0% | -9% | 6% | -5%
CCCOC(=O)C1=C(C)NC2=C(C(=O)CC(C)(C)C2)C1c1ccc(N(C)C)cc1 (stereo not drawn) | 37% | -12% | 5% | -3% | 5% | -4% | 1% | -1% | -7% | -5%
CSc1nnc(NC(=O)c2ccco2)s1 | 1%[1.91 µM] | 60% | 22% | u | -19% | x | 1% | 17% | 27% | -5%
COc1ccc(C2C(=O)N(C3CCCCC3)CC(=O)N2CC2COc3ccccc3O2)cc1 (stereo not drawn) | 15% | -17% | 0% | 2% | 1% | 5% | x | -1% | 1% | -3%
CC1(C)CC2CC(C)(CN2C(=O)COC(=O)c2ccc(O)cc2O)C1 (stereo not drawn) | x | 4% | x | x | x | 3% | -13% | -3% | x | x
CC(=O)Nc1ccc(S(=O)(=O)NC2(C(F)(F)F)NC(=O)N(c3ccccc3F)C2=O)cc1 (stereo not drawn) | 1% | -2% | 0% | -3% | -1%&5% | 0% | 4% | 2% | 1% | 2%

Arranged by SMILES length (lowest first): part of the list above.
SMILES | RORgamma inh | BRCA1 expr act | Rab9 promoter act | NPC1 prom act | FLuc counter | p53 reactivator | uPA surface inh | ELG1 genotoxic | VP16 counter | MBNL1-CUG inh
C=CCSc1nnc(-c2c[nH]c3ccccc23)n1CCOC | 3% | 0% | -7% | -3% | -3% | 2% | x | 0% | -7% | -2%
N#CC(=NCc1cccnc1)C1=C(O)c2ccccc2C1=O | 14% | -6% | 2% | 6% | -3% | 3% | -2% | -7% | -1% | x
CC1(C)CC2CC(C)(CN2C(=O)COC(=O)c2ccc(O)cc2O)C1 (stereo not drawn) | x | 4% | x | x | x | 3% | -13% | -3% | x | x
CCCOC(=O)C1=C(C)NC2=C(C(=O)CC(C)(C)C2)C1c1ccc(N(C)C)cc1 (stereo not drawn) | 37% | -12% | 5% | -3% | 5% | -4% | 1% | -1% | -7% | -5%

Later entries.
SMILES | RORgamma inh | BRCA1 expr act | Rab9 promoter act | NPC1 prom act | FLuc counter | p53 reactivator | uPA surface inh | ELG1 genotoxic | VP16 counter | MBNL1-CUG inh
COC(=O)C(Sc1nc(C)cc(C)c1C#N)c1ccccc1 (stereo not drawn) | -12% | 4% | 0% | -3% | 2% | 12% | 2% | 2% | -3% | -7%
CC1(C)CC(=O)C2=C(C1)N(CC1CCCO1)C(=O)C2(NC(=O)c1cccnc1)C(F)(F)F (stereo not drawn) | -10% | 4% | 9% | 0% | 10% | 5% | -5% | 9% | -3% | 2%
Cc1ccccc1NC(=O)NC1CCCCCCC1 | -17% | 52% | 5% | -2% | u | 5% | -4% | 13% | 3% | 4%
Cc1ccccc1C(=O)NC(=S)NC1CCSC1=O (stereo not drawn) | 11µM* | 14% | -3% | 2% | -1% | -4% | 5% | -1% | -19% | x
Cc1nc(C)c2c(=O)cc(-c3ccccc3)[nH]c2n1 | 2% | -58% | -12% | -22% | 1% | -7% | x | 11% | 1% | 4%
CCN1C(=O)/C(=C2/Sc3ccccc3N2CC)SC1=S | -27%[1.91 µM] | 0% | 10% | -2% | 1% | u | 2% | 11% | 3% | 39%
Cc1cccc(Nc2cc(C)c3c(O)cccc3n2)c1C | -15% | 26% | 14% | 14% | 17µM* | u | u | 0% | u | -9%
COc1cccc(C(=O)COC(=O)C(C)N2C(=O)C3C4C=CC(C4)C3C2=O)c1 (stereo not drawn) | 0% | -1% | 13% | -8% | 1% | 1% | -2% | 1% | -9% | 1%
CCCCn1c(=N)n(CC(O)COc2ccccc2)c2ccccc21 (stereo not drawn) | 22% | -71% | 4% | 0% | 3% | 6% | -1% | -13% | -11% | -1%
CC(C)n1c(-c2ccc(N(C)C)cc2)nc2ccccc21 | 4µM* | 54%&1% | u | 1% | 7.6µM* | 15% | -14% | 18% | 20µM* | 1%
NS(=O)(=O)c1ccc(NC(=O)CSc2n[nH]c(=O)n2Cc2ccccc2)cc1 | -3% | 3% | 9% | -3% | 1% | 2% | 1% | 2% | 6% | 1%
O=C(COc1cccc(C(F)(F)F)c1)Nc1ccccc1N1CCCCC1 | x | -6% | 2% | 2% | 2% | 1% | 1% | u | x | x
CCc1cc(-c2onc(C)c2-c2cscn2)c(O)cc1OC | 21% | 0% | 1% | -3% | -13% | -6% | -10% | -1% | -20% | -1%
CN1C(=O)[C@H]2[C@@H](/C=C/c3ccccc3)N3C(=O)CN(CCO)C(=O)[C@@]3(Cc3ccccc3)[C@H]2C1=O | -35% | 3% | 1% | -2% | 1% | 8% | 14% | -2% | -10% | -6%
COc1cc(-c2n[nH]c(=S)n2C(C)c2ccccc2)cc(OC)c1OC (stereo not drawn) | u | -6% | 2% | 5% | -8% | -20% | 10% | -3% | 13µM* | -3%
O=C1N(Cc2cccc(Cl)c2)C[C@@H]2C[C@@H](c3cccc4ncccc34)N3CCC[C@@]123 | 24% | -19% | -5% | -1% | -2% | 1% | -6% | 0% | -3% | -3%
Cc1ccc(CN2CCN(C3CSCCSC3)CC2CCO)cc1 (stereo not drawn) | -21% | 0% | -4% | -2% | 1% | -2% | 2% | -1% | -18% | 3%
CC1CCCC(C)N1C(=O)c1cccc2c1-c1ccccc1/C2=N/O (stereo not drawn) | -32% | 0% | 1% | -7% | -11% | -9% | 4% | -9% | -3% | 14%
COc1ccc2[nH]c(=O)c(CN(C(=O)C3CCCO3)c3ccc(C)c(C)c3)cc2c1 (stereo not drawn) | 10% | -17% | -4% | 2% | 3% | 1% | 0% | 0% | -2% | 0%
N/C(=N\OC(=O)C1CCCCC1)c1ccc(Cl)cc1 | 17% | u | 9% | 20% | 11µM* | 8% | 22% | u | 5% | -7%
CC(C)=CCC/C(C)=C/CNC(=O)CC1C[C@H](C(=O)N(C(C)C)C(C)C)[C@@]2(C)c3[nH]c4ccccc4c3CCN2C1=O (stereo partly drawn) | x | 1% | x | x | x | -31%[inhibitor] | -1% | 6% | x | x
Cc1ccc(C)c(Cn2c(=O)n(-c3ccc(CC(=O)NCc4ccco4)cc3)c(=O)c3sccc32)c1 | -1% | 0% | 0% | 0% | 0% | -4% | -13% | 6% | -8% | u
CN(C)S(=O)(=O)c1cccc(NC(=O)c2ccc(N3CCCC3=O)cc2)c1 | x | 17% | x | x | x | -1% | 6% | 0% | x | x
O=[N+]([O-])c1ccc(N2CCCCC2)nc1 | 43% | 18% | 3% | 0% | -2% | -7% | 3% | -1% | -25% | -4%
Cc1ccc(NC(=O)CSc2ncn[nH]2)c([N+](=O)[O-])c1 | x | 35% | x | x | x | 12% | -16% | 6% | x | x

Screening results deposited in PubChem BioAssay by National Center for Advancing Translational Sciences (NCATS).
